# LYP inhibition = inhibitors of LYP phosphatase, biochemical, fluorescence intensity, uHTS (AID 1779). inhibition, % at 11.5 µM; hits with a dose series show IC50 in µM. Tyrosine-protein phosphatase non-receptor type 22 (Homo sapiens). 290,000 compounds, 0.054% hits. recombinant LYP phosphatase, fluorescence intensity; higher % means a stronger effect; in the data active = inhibition above about 50%;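 also: plate controls were vehicle with enzyme for no effect and no enzyme for full effect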
# Salmonella PhoP GFP = inhibitors of PhoP regulon expression, primary screen, Salmonella Typhimurium, GFP reporter (AID 1863). S. Typhimurium PhoP-regulated promoter GFP reporter, 4 h; higher % means a stronger effect. 300,000 compounds, 0.16% hits. one-dose inhibition, % at 50 µM; IC50 in µM for titrated hits;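 active = inhibition over 29.93%, a cutoff 3 SD above the screen mean, later confirmed by dose response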;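 also: 0% = low Mg2+ inducing control and 100% = high Mg2+ repressing control; strong numbers were not always called active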
# West Nile antiviral = West Nile virus antiviral activity, cell-based, CPE readout (AID 1621); West Nile virus-infected cells, CPE inhibition; higher % means a stronger effect; one-dose CPE inhibition, % at 10 µM; IC50 in µM for titrated hits; 290,000 compounds, 0.02% hits; in the data active = a potency from the dose series; also: strong numbers were not always called active
# SV40 large T antigen = SV40 large T antigen inhibitors, biochemical (AID 1903) | one-dose inhibition, % at 20 µM; IC50 in µM for titrated hits | 310,000 compounds, 0.39% hits | SV40 large T antigen ATPase/helicase inhibition assay; higher % means a stronger effect; in the data active = a potency from the dose series; also: strong numbers were not always called active
# CSM14.1 death rescue = rescue of cells from ER stress-induced death, primary screen, 384-well, CSM14.1, thapsigargin, ATP luminescence (AID 1222). cellular ATP content (survival), % at 20 µM; hits with a dose series show EC50 in µM. CSM14.1 thapsigargin-induced death rescue, ATP luminescence; higher % means a stronger effect. 190,000 tested, under 10 active;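 active = EC50 below 50 µM in the dose-response confirmation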;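 also: death triggered by thapsigargin at about 15 µM added after 2 h compound pretreatment; cell ATP read after overnight thapsigargin exposure of roughly 18 to 22 hours; normalized against plate controls of thapsigargin alone and 5% DMSO vehicle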
# Dengue-2 NS5 capping = Dengue-2 NS5 methyltransferase inhibitors, primary screen, biochemical, confirmation dose response (AID 588689). Genome polyprotein (Dengue virus type 2 (strain 16681-PDK53)). Dengue-2 NS5 methyltransferase capping enzyme assay, biochemical; higher % means a stronger effect. inhibition, % at 25 µM, or IC50 in µM where a hit was titrated. 340,000 compounds, 0.3% hits; in the data active = a potency from the dose series
# RSV antiviral HEp-2 = RSV antiviral activity via CPE protection, HEp-2 cells, primary 10 µM value included (AID 2391); HEp-2 cells, RSV-induced CPE inhibition; higher % means a stronger effect; 310,000 compounds, 0.13% hits; CPE inhibition, % at 10 µM, or IC50 in µM where a hit was titrated; in the data active = a potency from the dose series; also: strong numbers were not always called active
# GPR35 antagonists = GPR35 antagonists blocking zaprinast-driven arrestin recruitment, primary screen, imaging, U2OS, beta-arrestin-GFP, zaprinast agonist (AID 2058); G-protein coupled receptor 35 (Homo sapiens); U2OS GPR35 beta-arrestin-GFP translocation imaging, zaprinast antagonism; higher % means a stronger effect; inhibition, % at 10 µM; hits with a dose series show IC50 in µM; 290,000 compounds, 0.052% hits;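 active = inhibition of at least 50% with at least 30 cells and total cytoplasm GFP at most 10,000,000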
# Rac1 GTP hydrolysis = MgcRacGAP GTPase-activating activity inhibitors, confirmation, biochemical, ADP Hunter fluorescence | Rac GTPase-activating protein 1 (Homo sapiens) | MgcRacGAP-stimulated Rac1 GTP hydrolysis, ADP Hunter fluorescence; higher % means a stronger effect; GST-tagged Rac1 F28L mutant substrate | inhibition, % at 30 µM; hits with a dose series show IC50 in µM | 340,000 compounds, 0.6% hits;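 active = first-screen hits whose inhibition reached a set limit at any dose in the follow-up dose series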;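 also: fluorescence reports GDP produced by GAP-driven GTP hydrolysis; strong numbers were not always called active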
# Dengue-2 NS5 capping pilot replicate = also measured in Dengue-2 NS5 capping; calls as there; inhibition, %; measured here: pilot screen replicate inhibition
# * marks the source's active call; other numbers are inactive results; / = no result given.
SMILES,LYP inhibition,Salmonella PhoP GFP,West Nile antiviral,SV40 large T antigen,CSM14.1 death rescue,Dengue-2 NS5 capping,RSV antiviral HEp-2,GPR35 antagonists,Rac1 GTP hydrolysis,others
C/C(=N/NC(=O)c1cccc(Br)c1)C1CC2CCC1C2 (stereo not drawn),-3%,-4%,0.2%,13%,/,-7%,1.6%,10%,-7%,
COc1ccc2ccccc2c1/C=N/NC(=O)c1ccc(C)nc1,-5%,3%,-0.7%,1%,/,0%,6.9%,4%,3%,
CC(C)Oc1cccc(NC(=O)c2cnccc2C(F)(F)F)c1,-8%,-8%,-0.5%,7%,/,-5%,1.6%,5%,9%,
C/C=C/C=C/C(=O)[C@@H]1[C@@H]([C@]2(C)OC(=O)C(C)=C2O)[C@H]2/C(=C(O)/C=C/C=C/C)C(=O)[C@]1(C)C(=O)C2(C)O (stereo partly drawn),-2%,6%,-0.2%,2%,/,16%,2.0%,-7%,122µM*,
COC(=O)c1ccc(-c2ccc(Cl)cc2)nc1C,-2%,-1%,-0.5%,6%,-2.1%,-9%,4.8%,-6%,8%,
Cc1ccc(S(=O)(=O)N(C)C)cc1NC(=S)N1CCCCC1CO (stereo not drawn),-10%,-7%,-0.3%,2%,0.8%,/,0.4%,-7%,0%,
O=CC1=C(N2CCOCC2)/C(=C/c2ccc(Cl)cc2)CC1,-1%,-7%,-0.1%,25%,-0.8%,-2%,1.0%,1%,-6%,
O=C(CN(C(=O)CNC(=O)c1ccco1)c1ccc(F)cc1)NC1CCCC1,-3%,4%,-0.3%,2%,/,-2%,-0.2%,2%,-7%,
CCCNC(=O)Cn1cnc([N+](=O)[O-])n1,-9%,-19%,-0.8%,7%,0.9%,-10%,1.0%,5%,0%,
Cc1c(C)n(CCCN(C)C)c2ncnc(Nc3ccccc3)c12,-4%,3%,0.1%,2%,/,-4%,-0.1%,-1%,-8%,
CC(C)c1nnc(NC(=O)CCC(=O)NCc2ccccc2Cl)s1,-8%,-1%,-0.3%,3%,/,-15%,0.3%,6%,4%,
O=C(NN1C(=O)C2C3C=CC(C4CC34)C2C1=O)c1cccc(Cl)c1 (stereo not drawn),8%,-7%,-0.3%,4%,5.0%,-6%,2.6%,-13%,8%,
O=C(NC1CCN(Cc2ccc(F)cc2)CC1)c1ccccc1,-4%,8%,-0.9%,-2%,/,-2%,3.8%,7%,/,
CCC(C)c1ccc(NC(=O)COC(=O)C2=COCCO2)cc1 (stereo not drawn),-3%,-7%,0.2%,5%,-2.0%,-4%,1.7%,4%,7%,
C=CCn1c(C)cc(C(=O)COC(=O)C2CC(=O)N(Cc3ccccc3)C2)c1C (stereo not drawn),-6%,-10%,0.3%,5%,-1.2%,-1%,1.6%,-5%,7%,
O=C(Nc1ccc2nc3n(c(=O)c2c1)CCCCC3)C(=O)N1CCN(c2ccccc2)CC1,-4%,/,-1.5%,1%,/,1%,1.4%,-6%,3%,
CC(=O)c1cccc(NC(=S)N2CCN(S(=O)(=O)c3ccccc3)CC2)c1,1%,-1%,0.1%,21%,/,-3%,1.3%,-9%,6%,
S=C(Nc1ccccc1Cl)N(Cc1cccnc1)Cc1ccco1,-4%,-2%,-1.6%,1%,-0.1%,-7%,8.1%,-12%,-2%,
O=C(c1ccc(Cl)c(S(=O)(=O)N2CCCCC2)c1)N1CCN(c2ccccc2)CC1,-6%,3%,-1.0%,11%,/,0%,1.0%,-7%,11%,
CCOc1ccc(C(=O)NC(C(=O)NCc2ccccc2OC)C(C)C)cc1 (stereo not drawn),-5%,3%,-1.4%,21%,-1.9%,-9%,-0.8%,12%,-3%,
O=C(CSc1nnc(Cc2ccccc2)o1)c1cc(F)ccc1F,-5%,3%,0.2%,11%,0.4%,-4%,0.5%,0%,3%,
O=C(Nc1cccc(F)c1)NC1CCCCC1,-10%,-9%,-0.6%,1%,-1.2%,-3%,0.9%,-4%,14%,
COC(=O)C(NC(=O)CN1C(=O)c2ccccc2C1=O)c1ccc(O)c(OC)c1 (stereo not drawn),-12%,3%,-0.2%,20%,/,2%,0.3%,0%,14%,Dengue-2 NS5 capping pilot replicate=4.9
COC(=O)c1c(NC(=O)c2ccc(S(=O)(=O)N3CCOCC3)cc2)sc2c1CCN(C)C2,-2%,-4%,-0.8%,3%,-1.0%,/,-0.7%,-3%,/,
COc1cccc(-c2nc(CS(=O)CC(=O)NCCCOC(C)C)c(C)o2)c1 (stereo not drawn),-1%,-10%,-0.5%,-3%,-1.2%,-2%,2.1%,3%,1%,Dengue-2 NS5 capping pilot replicate=-1.2

# Entries from the list above with four or more nitrogen atoms:
SMILES,LYP inhibition,Salmonella PhoP GFP,West Nile antiviral,SV40 large T antigen,CSM14.1 death rescue,Dengue-2 NS5 capping,RSV antiviral HEp-2,GPR35 antagonists,Rac1 GTP hydrolysis,others
CCCNC(=O)Cn1cnc([N+](=O)[O-])n1,-9%,-19%,-0.8%,7%,0.9%,-10%,1.0%,5%,0%,
Cc1c(C)n(CCCN(C)C)c2ncnc(Nc3ccccc3)c12,-4%,3%,0.1%,2%,/,-4%,-0.1%,-1%,-8%,
CC(C)c1nnc(NC(=O)CCC(=O)NCc2ccccc2Cl)s1,-8%,-1%,-0.3%,3%,/,-15%,0.3%,6%,4%,
O=C(Nc1ccc2nc3n(c(=O)c2c1)CCCCC3)C(=O)N1CCN(c2ccccc2)CC1,-4%,/,-1.5%,1%,/,1%,1.4%,-6%,3%,

# Continuation.
SMILES,LYP inhibition,Salmonella PhoP GFP,West Nile antiviral,SV40 large T antigen,CSM14.1 death rescue,Dengue-2 NS5 capping,RSV antiviral HEp-2,GPR35 antagonists,Rac1 GTP hydrolysis,others
Cc1ccc(S(=O)(=O)NNC(=S)NCCc2ccccc2)cc1,-4%,-1%,-0.5%,17%,/,-5%,-1.7%,6%,12%,
CCOC(=O)c1oc2ccc(S(=O)(=O)N3CCOCC3)cc2c1C,-7%,4%,0.6%,11%,-1.9%,0%,1.0%,13%,6%,
CC(=O)Nc1ccc(S(=O)(=O)NNC(=O)c2ccc([N+](=O)[O-])cc2)cc1,-9%,-5%,0.3%,7%,/,3%,2.4%,3%,2%,
COc1ccccc1/C=N/NC(=O)c1nnn(-c2nonc2N)c1-c1cccs1,-3%,-2%,0.3%,10%,/,-1%,0.1%,4%,-35%,
COc1ccc(N(CC(=O)NCCC2=CCCCC2)S(C)(=O)=O)cc1,-2%,-3%,1.0%,1%,-2.8%,-1%,-0.3%,6%,9%,
COc1ccc(/C=C2\N=C3CCCCCN3C2=O)cc1OC,-8%,0%,-0.2%,14%,-0.5%,-1%,1.2%,0%,-1%,
Cc1[nH]n(-c2ccccc2)c(=O)c1S(=O)(=O)c1ccccc1,-12%,-6%,0.0%,8%,0.3%,7%,2.2%,8%,2%,
CN(C)S(=O)(=O)c1ccc(S(=O)(=O)N2CCCC2)cc1,3%,-1%,0.2%,16%,-1.5%,3%,1.1%,12%,7%,
Cc1nc(N2CCOCC2)sc1C(=O)NN,-4%,-1%,-0.3%,31%,-0.3%,1%,-1.6%,11%,-7%,
O=C(Nc1ccccc1-c1nnn(CC(=O)N2CCCc3ccccc32)n1)c1ccco1,0%,2%,0.6%,1%,3.1%,-7%,2.0%,5%,3%,
COc1cccc(CNC(=O)C(=O)NCCC2CCCCN2S(=O)(=O)c2cccs2)c1 (stereo not drawn),/,-6%,/,6%,/,8%,0.1%,/,-2%,
Cn1nccc1C(=O)NC(=S)Nc1sc2c(c1C#N)CCCCC2,-6%,-17%,0.6%,5%,-3.3%,2%,-1.2%,-4%,9%,
CCC(=O)Nc1ccccc1-c1nnn(CC(=O)N2c3ccccc3CC2C)n1 (stereo not drawn),-8%,-1%,-0.8%,11%,3.2%,-3%,0.4%,12%,4%,
CN(C(=O)c1cccnc1)c1nc(-c2ccccc2)cs1,-3%,-3%,-0.5%,-2%,-2.6%,-10%,11%,-2%,0%,
O=C(N/N=C/c1ccco1)c1ccc(NC(=O)C2CCCCC2)cc1,-5%,-7%,-0.3%,30%,/,-4%,1.7%,8%,4%,
Cn1c(=Nc2ccc(N3CCOCC3)cc2)ccc2ccccc21,2%,-4%,-0.1%,25%,-0.5%,-7%,-0.2%,1%,16%,
Cc1sc(NC(=O)Cn2c(=O)oc3ccccc32)nc1-c1ccc(Cl)cc1,4%,13%,-0.8%,2%,-1.7%,-1%,4.5%,-3%,10%,
O=C(COc1ccc(S(=O)(=O)N2CCOCC2)cc1Cl)NCc1ccccn1,-8%,5%,0.2%,5%,/,-8%,0.9%,-3%,4%,
O=c1c2c(-c3cccc([N+](=O)[O-])c3)ccnc2[nH]n1-c1ccccc1,-5%,12%,0.0%,4%,/,-5%,1.1%,-7%,12%,
Cc1sc2ncn(CC(=O)NCCCC(=O)N3CCN(Cc4ccc5c(c4)OCO5)CC3)c(=O)c2c1C,-2%,-2%,-0.5%,6%,1.9%,-1%,3.0%,-9%,0%,
COC(=O)c1cccc(N2C(=O)C3CC=CCC3C2=O)c1 (stereo not drawn),-7%,2%,0.3%,5%,-2.3%,-7%,0.9%,6%,4%,
CCCCOc1ccc(C(=O)NCC(=O)NC2CCN(Cc3ccccc3)CC2)cc1,-10%,-1%,-0.7%,31%,/,3%,2.5%,-8%,8%,
CCn1c(CSc2nc3ccccc3[nH]2)nc2cc(C(=O)O)ccc21,-9%,6%,-0.3%,8%,-1.5%,6%,0.6%,1%,3%,
CCN(CC)CCNC(=O)CN1C(=O)COc2ccc(S(=O)(=O)N3CCOCC3)cc21,-9%,-6%,-0.3%,6%,/,5%,1.8%,-5%,-2%,
O=C(/C=C/c1ccccc1Cl)NCCc1ccc(F)cc1,2%,-19%,-0.6%,3%,7.3%,5%,8.0%,-8%,15%,
# (further entries)
SMILES,LYP inhibition,Salmonella PhoP GFP,West Nile antiviral,SV40 large T antigen,CSM14.1 death rescue,Dengue-2 NS5 capping,RSV antiviral HEp-2,GPR35 antagonists,Rac1 GTP hydrolysis,others
c1ccc(-n2cnc3cc(NCc4ccco4)ccc32)cc1,-4%,4%,-0.8%,32%,-2.7%,-3%,-1.0%,-2%,13%,
COc1cc(NC(=O)COC(=O)C=C(C)C)c(C)cc1[N+](=O)[O-],2%,1%,-0.8%,8%,-0.8%,2%,-0.7%,0%,2%,
Cc1ccccc1NC(=O)NC1(C(=O)NCc2ccco2)CCCCC1,-11%,-6%,-1.1%,6%,/,-6%,1.9%,3%,6%,
COc1ccc(C(=O)OCC(=O)Nc2cccc(C(C)=O)c2)c(OC)c1OC,-8%,8%,-0.2%,2%,/,-5%,1.4%,-9%,4%,
COc1ccc(Nc2nc(C)nc3c2nnn3Cc2ccccc2Cl)c(OC)c1,-9%,0%,-0.6%,5%,/,12%,0.7%,12%,4%,
Cc1cc([N+](=O)[O-])nn1Cc1noc(C(=O)NCCc2ccccn2)n1,-11%,5%,-0.1%,3%,/,-4%,2.5%,-11%,3%,
O=C1Nc2ccccc2C(O)(C(=O)NC2CC2)N1c1ccc(Cl)c(Cl)c1 (stereo not drawn),-5%,-6%,0.8%,13%,2.5%,-2%,1.3%,-7%,10%,
